Screens deposited in PubChem by National Center for Advancing Translational Sciences (NCATS).
Epigenetic reg – derepresses silenced GFP reporter in murine cells; Potency, µM (series often up to 53.9 µM), for inactives: top-dose GFP activation, actives largely listed as activators; murine LDR cells, GFP reporter derepression, 30 h; hit rate 0.2% among 280,000; AID 1865; active = well fitted activation curve with a large enough effect; inconclusive = small, poorly fitted or top-dose-only effect; also: % of control where 0% means no effect; nearly all actives have a fitted effect of over 60% in size
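Murine LDR cells carrying a silenced, genomically integrated CMV-driven GFP reporter were exposed to compound for 30 hours at 37 C. After PBS washes, GFP-positive cells (20–120 um objects) were counted by laser-scanning microplate cytometry.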
Active calls of the source: *; ? = inconclusive. Potency is read from the fitted curve at half-maximal effect.

Structure	Epigenetic reg
COC(=O)c1sccc1S(=O)(=O)N(CC(=O)NCc1ccc(F)cc1)c1ccc(Cl)cc1	0.8%
COc1ccc(-c2noc(CSc3nc4ccccc4[nH]3)n2)cc1	-0.2%
COc1ccccc1C(c1c(O)cc(C)n(Cc2ccco2)c1=O)N1CCCCC1 (centres undefined)	-2.6%
COc1cc(NC(=O)CSC2=Nc3ccccc3N=C(c3ccc(F)cc3)C2)cc(OC)c1	2.8%
COCC(C)NC(=O)C1=CC(c2ccc3c(c2)OCO3)=NS(=O)(=O)N1C (centres undefined)	-4.2%
Cc1cc(OCC(O)CN2CCN(c3cccc(Cl)c3)CC2)ccc1Cl (centres undefined)	5.8%
Cc1ccc(NC(=O)Nc2ccccc2OCc2cc(=O)n3ccccc3n2)c(Cl)c1	9.6%
CSc1ncc(Cl)c(C(=O)N(Cc2ccc(C(C)C)cc2)C2CCS(=O)(=O)C2)n1 (centres undefined)	-1.9%
CN1C(=O)c2ccccc2Sc2ccc(NC(=O)c3ccc(C(F)(F)F)cc3)cc21	1.3%
CCCn1c(SCc2nc(-c3ccccc3OCC)no2)nnc1-c1ccc(Cl)cc1	0.0%

(more compounds)
Structure	Epigenetic reg
CCOC(=O)c1[nH]c2ccccc2c1NC(=O)c1ccccc1OCC	-5.0%
Cc1cccc(OC(=O)c2cc(-c3ccc4c(c3)OCCO4)on2)c1	-3.3%
CCN(CC)CCCNc1ncnc2c1cnn2-c1ccc(C)c(C)c1	0.6%
CCc1ccccc1N1CC(c2nc3ccccc3n2CCOc2ccc(Cl)c(C)c2)CC1=O (centres undefined)	2.6%
O=C(NCc1ccc(F)cc1)c1cc2c(s1)-c1ccccc1SC2	16%
CCCSc1ncc(Cl)c(C(=O)Nc2sc3c(c2C(=O)OC)CCCC3)n1	1.9%
CCN1CCN(C(c2cccc(OC)c2)c2c(O)cc(C)n(Cc3ccco3)c2=O)CC1 (centres undefined)	-0.5%
CCc1nnc(SCc2cccc(F)c2)c2cc3sc(C)cc3n12	-1.5%
Cc1ccc(CNC(=O)c2sc3nc(-c4ccccc4)cn3c2C)cc1	3.4%
COc1cccc(N2CCN(S(=O)(=O)c3ccc(-c4ccno4)cc3OC)CC2)c1	-1.3%

Further entries.
Structure	Epigenetic reg
COc1ccc(NC(=O)Cn2cnc3c(oc4ccccc43)c2=O)cc1OC	1.4%
Cc1ccccc1Cn1c(-c2cccs2)nc2ccccc21	?
CCc1ccc(C(=O)c2cn(CC(=O)Nc3cccc(OC)c3)c3cc4c(cc3c2=O)OCO4)cc1	2.1%
O=C(c1ccccc1)N1CCN(CCc2ccncc2)CC1	-0.8%
CCOc1ccccc1C(=O)N1CC(=O)Nc2ccc(C)cc2C1c1ccccc1 (centres undefined)	-2.5%
COc1ccc(CCNC(=O)c2ccc(CSCc3ccc(C)cc3)o2)cc1OC	1.4%
O=C(CSc1nc2ccccc2nc1Cc1ccc(Cl)cc1)N1CCc2ccccc21	-0.9%
Cc1ccc(Cc2nc3ccccc3nc2SCC(=O)NCc2ccc(F)cc2)cc1	0.3%
COc1ccc2c(c1)c1c(c(=O)n(-c3ccccc3C)c(=O)n1CC(=O)N1CCCC1)n2C	-1.9%
Cc1ccccc1NC(=O)Cn1c(=O)n(CCCCCC(=O)NCc2ccc3c(c2)OCO3)c(=O)c2sccc21	8.8%

(next part)
Structure	Epigenetic reg
COc1cc(/C=C/c2nc3cc(Cl)ccc3c(=O)n2-c2ccc(C)cc2C)cc(OC)c1OC	0.0%
Cc1cc(-c2ccc(C)c(S(=O)(=O)NC3CCCCC3)c2)on1	-1.2%
CC(C)n1cc2c(c1-c1ccccc1Cl)c(=O)n(C)c(=O)n2C	-1.9%
CCOc1ccc(OCC)c(NC(=O)c2nnn(CC(=O)Nc3cc(Cl)ccc3OC)c2N)c1	0.4%
CN(c1nnc(NC(=O)Nc2ccc(Br)cc2)s1)C1CCCCC1	-4.5%
CC(=O)Nc1ccc(NC(=O)CC(C)n2ccc(C)n2)cc1 (centres undefined)	1.5%
O=C(CSc1nc2c(cnn2-c2ccc(F)cc2)c(=O)[nH]1)Nc1ccccc1C(F)(F)F	0.2%
O=C(COc1ccc(F)cc1)OCc1cc(=O)n2nc(-c3cccs3)sc2n1	0.0%
CC(C)CN(CC(C)C)C(=O)C1CCCN(S(=O)(=O)c2ccc3c(c2)oc(=O)n3C)C1 (centres undefined)	6.7%
COc1ccc(C2C(=O)N(C3CCC(C)CC3)CC(=O)N2CCc2ccccc2)cc1OC (centres undefined)	0.0%

Next part.
Structure	Epigenetic reg
CCOc1ccc(CC(=O)NCCS(=O)(=O)N2CCN(c3ccccc3OC)CC2)cc1	-0.9%
Cc1ccc(-n2ncc(C(=O)N3CCN(c4ccccn4)CC3)c2C2CCN(C(=O)OC(C)(C)C)CC2)cc1	2.3%
Cc1ccc(NC(=O)C(=O)c2cc(C)n(-c3ccc(F)cc3)c2C)cc1C	1.4%
O=C(Cn1nc(N2CCN(c3ccccc3)CC2)ccc1=O)Nc1ccc(F)cc1F	-2.0%
O=C(Cn1c(=O)n(-c2ccccc2)c(=O)c2c3c(sc21)CCCC3)Nc1ccc(F)cc1F	8.8%
Cc1ccc(CNC(=O)CCCN2C(=O)CCn3nc(-c4cn(C)c5ccccc45)cc32)cc1	-1.7%
O=C(NCCCN1CCN(c2ccc(F)cc2)CC1)Nc1ccc(Cl)cc1	-2.1%
Cc1cccc(CNC(=O)c2cnc3sc(N4CCOCC4)nn3c2=O)c1	2.9%
O=C(CN1CCSc2ccccc21)N1CCN(c2cccc(Cl)c2)CC1	8.5%
O=C(CN1CCCN(Cc2ccccc2Cl)S1(=O)=O)NCc1ccccc1	-0.3%

(list continues)
Structure	Epigenetic reg
COc1ccc(NC(=O)CSC2=Nc3ccccc3C3=NC(CC(=O)NCc4ccc(F)cc4)C(=O)N23)cc1 (centres undefined)	0.0%
COc1ccc(CCNC(=O)CSc2ncc3c(n2)-c2cc(Cl)ccc2N(Cc2ccccc2)S3(=O)=O)cc1OC	?
COc1ccc(NC(=O)c2c(NCc3cccs3)sc3c2CCC(C)C3)c(OC)c1 (centres undefined)	0.0%
CCc1cccc(NC(=O)c2nc(-c3ccncc3)no2)c1	1.9%
Cc1ccc(-c2nnn3c2nc(NCCc2ccc(Cl)cc2)c2ccccc23)cc1	1.9%
COc1ccc(C(=O)Nc2ccc(-n3nncc3-c3ccc(OC)c(OC)c3)cc2)cc1	2.2%
Cc1cc(=O)c2cc(C(=O)Nc3ccc(F)cc3)ccc2[nH]1	-2.1%
O=C(CCCn1ccc2cc(S(=O)(=O)N3CCCC3)ccc21)NCc1ccc(Cl)cc1	5.0%
CCOc1ccc(-n2nc3ccc(NC(=O)c4cccc(F)c4)cc3n2)cc1	2.2%
COc1ccc(-c2noc(CN(C(=O)Cc3ccc(C)cc3)C(C)C)n2)cc1	-0.3%

Next results.
Structure	Epigenetic reg
Cc1ccc(NC(=O)Cn2cc(C(=O)c3ccco3)c3ccccc32)cc1C	-0.1%
COc1ccc2c(CNCCc3cccs3)c(C(=O)O)n(Cc3ccccc3)c2c1	-3.1%
CCOc1ccc(C(=O)NCC(c2ccco2)S(=O)(=O)c2ccc(C)cc2)cc1 (centres undefined)	6.1%
COc1cccc(CNC(=O)C2CCN(S(=O)(=O)c3c(C)noc3/C=C/c3cccs3)CC2)c1	-0.2%
O=C(CCc1ccccc1)NCCc1csc(-c2cccc(F)c2)n1	0.0%
COc1cc(OC)c(NC(=O)CN2C(=O)CCn3nc(-c4cccn4C)cc32)cc1Cl	-1.7%
COCCCNC(=O)C(=O)NCC(c1ccc2c(c1)OCO2)N1CCOCC1 (centres undefined)	0.0%
CCN(CC)C(=O)Cn1cc(SCC(=O)Nc2ccccc2C)c2ccccc21	-2.4%
Cc1ccc(-c2ccc(=O)n(CC(=O)Nc3cccc(C#N)c3)n2)cc1	?
CCOC(=O)c1c(S(=O)(=O)NCC(=O)NCc2cccc(C)c2)c(C)n(C)c1C	-0.5%

3 entries from above, reformatted.
Epigenetic reg | Compound
2.3% | Cc1ccc(-n2ncc(C(=O)N3CCN(c4ccccn4)CC3)c2C2CCN(C(=O)OC(C)(C)C)CC2)cc1
1.4% | Cc1ccc(NC(=O)C(=O)c2cc(C)n(-c3ccc(F)cc3)c2C)cc1C
-2.0% | O=C(Cn1nc(N2CCN(c3ccccc3)CC2)ccc1=O)Nc1ccc(F)cc1F

Following part.
Structure	Epigenetic reg
COc1cc(C2C(=O)N(C3CCCCCC3)CC(=O)N2Cc2ccccc2)ccc1OC(C)C (centres undefined)	1.4%
COCCNC(=O)c1c(C)oc2nc(C)nc(N3CCOCC3)c12	-1.3%
CCOC(=O)Cn1c(=O)n(CC2CCCO2)c2nc(-c3ccc(C(C)C)cc3)nc(C(N)=O)c21 (centres undefined)	-1.7%
O=C(Cn1c(=O)n(-c2ccc(F)cc2)c(=O)c2sccc21)Nc1cccc(C(F)(F)F)c1	-0.9%
CCc1ccc(CNC(=O)CCc2c(C)nn(-c3ccc(N4CCCC4)nn3)c2C)cc1	1.1%
COc1ccccc1-c1cc2nc(C)c(CCC(=O)NC3CCCCC3)c(C)n2n1	1.1%
CCOc1ccc(NC(=O)CSc2nccn2-c2cccc(C)c2C)cc1	5.2%
O=C(Cc1ccccc1)Nc1nnc2n1CCS2	2.8%
Cc1ccc(C)c(N2CCN(C(=O)c3ccc(CS(=O)(=O)c4ccc(Br)cc4)o3)CC2)c1	-2.3%
Cc1oc2ncn(CC(C)C)c(=O)c2c1C(=O)N1CCN(c2ccc(F)cc2)CC1	0.0%

Carrying on.
Structure	Epigenetic reg
CSc1ccc(/C=C/c2nc3ccccc3n2S(=O)(=O)c2ccc(F)c(C)c2)cc1	0.0%
COc1ccccc1N1CCN(C(=O)c2sc3nc4n(c(=O)c3c2C)CCC4)CC1	1.4%
Cc1cc(C)c(NC(=O)CN2C(=O)CCSc3ccc(S(=O)(=O)N4CCCC4)cc32)c(C)c1	-0.6%
Cc1cc2oc(=O)c(CC(=O)O)c(C)c2c2occ(-c3ccccc3)c12	-1.9%
COc1ccc(CNC(=O)CN(C)S(=O)(=O)c2ccc3nc(C)sc3c2)cc1	-2.9%
CC(=O)c1cccc(NC(=O)CSc2nnc3ccc(-c4ccc(Cl)cc4)nn23)c1	6.5%
O=C(CN1C(=O)C2CCCCN2c2ccc(C(=O)N3CCCC3)cc21)NCc1cccc(F)c1 (centres undefined)	-1.7%
COc1ccc(CNC(=O)c2cnc3sc4cc(OC)ccc4n3c2=O)cc1	1.4%
CCc1ccccc1NC(=O)Cn1c(=O)n(C(C)C)c(=O)c2oc3ccccc3c21	?
COc1ccc2c(c1)CCc1c(C(=O)Nc3c(C)nn(Cc4ccccc4C)c3C)noc1-2	-1.8%

Additional results follow.
Structure	Epigenetic reg
Nc1nonc1-c1nc2ccccc2n1Cc1cccc(Cl)c1	2.4%
COc1ccc(-c2noc(CSc3nnc(C)n3-c3cccc(C)c3)n2)cc1	-1.9%
Cc1ccccc1NC(=O)c1ccc(F)c(S(=O)(=O)N2CCc3ccccc3C2)c1	4.8%
O=C(c1ccc2c(c1)N(Cc1ccc(F)cc1)C(=O)c1ccccc1S2(=O)=O)N1CCCCCC1	-1.1%
CCc1cnc2c(c1SCc1ccccc1C)c(=O)n(C)c(=O)n2C	-0.9%
Cc1ccc(C)c(CN2CCC(CNC(=O)Cn3ncc4c([nH]c5ccccc54)c3=O)CC2)c1	-1.2%
Cc1ccc(NC(=O)c2cc(S(=O)(=O)NC3CCCCCC3)ccc2F)cc1F	6.8%
CCc1cccc(-n2nnc(-c3nc(-c4cccs4)no3)c2N)c1	-0.2%
Cc1c(-c2nnc(SCC(=O)Nc3ccccc3F)o2)nnn1-c1ccc(F)cc1	-0.6%
Cc1ccc(Cl)cc1N1CCN(CCCNC(=O)c2nnc(Cc3cccc(Cl)c3)o2)CC1	1.3%

Three of these compounds in a different format.
Molecule: Cc1ccc(C)c(CN2CCC(CNC(=O)Cn3ncc4c([nH]c5ccccc54)c3=O)CC2)c1
  Epigenetic reg = -1.2%

Molecule: Cc1ccccc1NC(=O)c1ccc(F)c(S(=O)(=O)N2CCc3ccccc3C2)c1
  Epigenetic reg = 4.8%

Molecule: CCc1cccc(-n2nnc(-c3nc(-c4cccs4)no3)c2N)c1
  Epigenetic reg = -0.2%

Other structures:
Structure	Epigenetic reg
CCCC(=O)N1CCc2cc(OC)c(OC)cc2C1COc1ccc2c(C)cc(=O)oc2c1 (centres undefined)	1.0%
Cc1cccc(N2CCN(C(=O)c3ccc4c(c3)c(C)c(C)n4C)CC2C)c1 (centres undefined)	-2.5%
CCCn1c(=O)c2sccc2n2c(CCCC(=O)N3CCN(c4cccc(C)c4C)CC3)nnc12	-0.1%
COc1ccc(NC(=O)c2c(NC(=O)COc3ccccc3)sc3c2CCC(C(C)(C)C)C3)cc1 (centres undefined)	-2.0%
CC(=O)Nc1c(C)nn(-c2ccccc2)c1N1CCC(C(=O)Nc2cc(F)ccc2F)CC1	-1.0%
COC(=O)c1cc(-c2ccc(Cl)cc2)c2c(=O)[nH]c(=O)n(C)c2n1	-1.9%
CCOc1ccc(Nc2cc(C(=O)NCc3ccccc3Cl)c3ccccc3n2)cc1	15%
CCOCCCNC(=O)c1cn(CC)c2ccc(S(=O)(=O)N3CCOCC3)cc2c1=O	-1.2%
CC(=O)c1cccc(NC(=O)c2nc3ccccc3nc2N2CCCCC2)c1	-1.3%
COc1cccc(NC(=O)CN2C(=O)c3cccc4cccc2c34)c1	8.7%
Cc1ccc(CNC(=O)CN2C(=O)CCc3cc(S(=O)(=O)N4CCCCC4)ccc32)cc1	-1.7%

Some of the compounds tested. The share of hits here may be higher or lower than overall.
